Screening results (PubChem BioAssay)
DT40 TDP1 CPT: DT40-hTDP1 cell growth loss with CPT. AID 686979. chicken DT40 Tdp1-/-;hTDP1 cells + 20 nM CPT, ATP luminescence, 48 h. Potency, µM (top dose mostly 46.2 µM), for the others: at the highest dose activity change, negative = growth inhibition, most hits filed as inhibitors. hit rate 12% among 420,000; also: nearly all actives have a fitted effect of over 55% in size
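Cell growth measured by CellTiter-Glo luminescence after a minimum 48 h, 37 C compound exposure with 20 nM CPT in Tdp1-knockout DT40 cells stably expressing hTDP1, seeded 400/well; qHTS titration format.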
KAT2A inh: blocks human GCN5L2 histone acetyltransferase | AID 504327 | hit rate 0.21% among 390,000 | Potency, µM (top dose mostly 58.9 µM), without a hit: top-dose activity change, negative = inhibition, usual class: inhibitors | Q92830 | GCN5L2 HAT assay, ThioGlo1 CoA-SH fluorescence
Target sequence (Q92830 whole entry, looked up): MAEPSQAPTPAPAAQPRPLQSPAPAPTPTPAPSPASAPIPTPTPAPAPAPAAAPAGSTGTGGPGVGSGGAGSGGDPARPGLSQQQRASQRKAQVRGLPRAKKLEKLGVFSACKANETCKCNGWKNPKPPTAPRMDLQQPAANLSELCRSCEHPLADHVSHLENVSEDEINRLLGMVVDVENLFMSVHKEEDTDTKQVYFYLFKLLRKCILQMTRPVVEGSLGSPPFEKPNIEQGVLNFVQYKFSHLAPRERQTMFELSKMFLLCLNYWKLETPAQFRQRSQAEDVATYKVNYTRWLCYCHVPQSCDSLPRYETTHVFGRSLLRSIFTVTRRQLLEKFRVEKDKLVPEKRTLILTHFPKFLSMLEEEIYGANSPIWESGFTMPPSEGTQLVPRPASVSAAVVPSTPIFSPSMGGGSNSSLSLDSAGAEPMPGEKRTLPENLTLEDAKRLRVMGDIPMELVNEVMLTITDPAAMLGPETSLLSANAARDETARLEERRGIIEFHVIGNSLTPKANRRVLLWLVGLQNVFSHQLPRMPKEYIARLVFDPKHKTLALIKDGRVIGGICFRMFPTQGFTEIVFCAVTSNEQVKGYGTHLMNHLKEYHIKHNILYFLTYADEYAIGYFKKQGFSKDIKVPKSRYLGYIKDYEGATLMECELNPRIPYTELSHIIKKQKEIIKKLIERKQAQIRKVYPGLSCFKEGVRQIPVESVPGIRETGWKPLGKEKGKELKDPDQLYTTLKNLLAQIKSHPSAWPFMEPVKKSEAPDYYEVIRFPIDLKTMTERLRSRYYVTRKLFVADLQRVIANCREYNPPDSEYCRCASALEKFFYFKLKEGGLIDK
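Titration-based screen in which CoA formation is detected via maleimide probe ThioGlo1 (50uM) turning fluorescent on thiol reaction; substrates H3(1-25) 75uM and acetyl-CoA 70uM, GCN5L2 20nM, 20 min incubation at room temperature.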
TDP1 cell noCPT: qHTS for Inhibitors of human tyrosyl-DNA phosphodiesterase 1 (TDP1): qHTS in cells in absence of CPT; hit rate 15% among 420,000; DT40 Tdp1-/- hTDP1 cells, no CPT, ATP luminescence, 48 h; Potency, µM (doses to about 46.2 µM), for inactives: at the top dose activity change, negative = growth inhibition, hits mostly inhibitors; also: nearly all actives have a fitted effect of over 55% in size
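DT40 Tdp1-/-;hTDP1 cells, no CPT (DMSO vehicle only), 400 cells/well; compounds pin-transferred; ≥48 hr, 37 °C; CellTiter-Glo 30 min RT dark, luminescence read.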
Starred values were filed as active, the others as inactive; [ ] = remark or other dose. Calls follow the shape of the dose curve; as a rule, active = well fitted curve in the direction sought with a large enough effect; inconclusive = small, poorly fitted or top-dose-only effect, or another doubt; inactive = no such curve, though single readings can be large; an effect the other way counts as inactive or inconclusive. % is scaled to controls: 0 for no effect and ±100 for the full control effect; potency is read from the fitted curve at half-maximal effect. An excerpt (hit frequency here may not be typical).

Screening CC(C)(C)c1ccc(CS(=O)(=O)CC2(O)CCN(C(=O)c3cccc(C(F)(F)F)c3)CC2)cc1 returned DT40 TDP1 CPT inconclusive, KAT2A inh 1.3% and TDP1 cell noCPT -2.5%.
`OC(CSc1c(Cl)cccc1Cl)CN1CCN(c2ccc(F)cc2)CC1` (centres undefined) gave DT40 TDP1 CPT inconclusive, KAT2A inh -16.9% and TDP1 cell noCPT inconclusive.
`COc1cccc(-c2cncnc2NCc2ccc(OC)cc2OC)c1` gave DT40 TDP1 CPT inconclusive, KAT2A inh -13.9% and TDP1 cell noCPT 16.4µM*.
Screening O=C(c1ccc(Oc2ccc(C(F)(F)F)cc2[N+](=O)[O-])cc1)N1CCOCC1 returned DT40 TDP1 CPT inconclusive, KAT2A inh -5.3% and TDP1 cell noCPT 14.6µM*.
For CC(=O)Nc1cccc(-c2cc(NC(C)=O)c3ncc(-c4cccc(C(F)(F)F)c4)n3c2)c1 the results were DT40 TDP1 CPT 25.9µM* and TDP1 cell noCPT 23.1µM*.
Screening CC1=C(C(=O)Nc2ccc(C)cc2C)C(c2ccc([N+](=O)[O-])cc2)n2ncnc2N1 (centres undefined) returned DT40 TDP1 CPT -5.5%, KAT2A inh 2.4% and TDP1 cell noCPT -22.8%.
For O=C(NCC1COc2ccccc2O1)c1ccc(Cl)c(S(=O)(=O)N2CCOCC2)c1 (centres undefined) the results were DT40 TDP1 CPT inconclusive, KAT2A inh -3.1% and TDP1 cell noCPT inconclusive.
Screening O=C(NCc1ccccc1)c1ccc(Cl)cc1[N+](=O)[O-] returned DT40 TDP1 CPT -0.5%, KAT2A inh -6.9% and TDP1 cell noCPT -9.3%.
For O=C1CC(=C(c2ccccc2)c2ccccc2)C(=O)N1CCCN1CCN(c2cccc(Cl)c2)CC1 the results were DT40 TDP1 CPT inconclusive, KAT2A inh -4.9% and TDP1 cell noCPT inconclusive.
CCn1c(/N=C/c2ccccc2O)nc2ccccc21 was read as DT40 TDP1 CPT 19.8%, KAT2A inh 2.7% and TDP1 cell noCPT 6.7%.
Cc1ccccc1CS(=O)(=O)Cc1ccc(C(=O)NCC2CCCO2)o1 (centres undefined) was read as DT40 TDP1 CPT -5.9%, KAT2A inh 7.1% and TDP1 cell noCPT inconclusive.
`O=C1CC(c2ccccc2)c2cc(O)ccc2O1` (centres undefined) gave DT40 TDP1 CPT -22.3%, KAT2A inh -4.2% and TDP1 cell noCPT -21.6%.
Screening Cn1ncc(Cl)c1C(=O)N1CCN(c2ccccc2)CC1 returned DT40 TDP1 CPT -16.1%, KAT2A inh inconclusive and TDP1 cell noCPT 1.8%.
For CCOCCCNC(=O)C1CCN(c2cc(C)nc3c(-c4ccc(Cl)cc4)c(C)nn23)CC1 the results were DT40 TDP1 CPT -12.4%, KAT2A inh -1.8% and TDP1 cell noCPT -12.7%.
For COc1ccccc1CNC(=O)C(NS(=O)(=O)c1cccs1)C(C)C (centres undefined) the results were DT40 TDP1 CPT -22.4%, KAT2A inh -0.7% and TDP1 cell noCPT inconclusive.
`CCCC(=O)Nc1cccc(-c2cn3ccsc3n2)c1` gave DT40 TDP1 CPT -7.6%, KAT2A inh -5.5% and TDP1 cell noCPT -28.8%.
Screening Cc1[nH]n(-c2ccccc2)c(=O)c1C=Nc1ccc(S(=O)(=O)Nc2nccs2)cc1 returned DT40 TDP1 CPT inconclusive, KAT2A inh -3.7% and TDP1 cell noCPT -9.4%.
For COC(=O)c1ccc(NC(=O)NCCCl)cc1 the results were DT40 TDP1 CPT inconclusive, KAT2A inh -0.3% and TDP1 cell noCPT inconclusive.
CCOc1ccc(OCCSc2nc(-c3ccccc3)cc(=O)[nH]2)cc1 was read as DT40 TDP1 CPT 11.7%, KAT2A inh -8.2% and TDP1 cell noCPT inconclusive.
For Cc1ccc(S(=O)(=O)NC(=O)c2cc(C)n(CC(c3ccccc3)N(C)C)c2C)cc1 (centres undefined) the results were DT40 TDP1 CPT 6.3%, KAT2A inh -8.6% and TDP1 cell noCPT -2.7%.
COc1cc(C(=O)NCCSc2ccc(Br)cc2)cc(OC)c1OC was read as DT40 TDP1 CPT -15.9%, KAT2A inh -1.7% and TDP1 cell noCPT inconclusive.
`COc1cc(OC)cc(-c2sc3ccc(OC)cc3c2-c2ccc(O)cc2)c1` gave DT40 TDP1 CPT inconclusive, KAT2A inh -6.1% and TDP1 cell noCPT inconclusive.
CN1CCN(C(=O)C[C@H]2CC[C@H]3[C@@H](COC[C@@H](O)CN3C(=O)C3CCCC3)O2)CC1 was read as DT40 TDP1 CPT -2.2% and TDP1 cell noCPT 3.7%.
`Cc1ccc(-n2ncc(C(=O)NCCN3CCCC3)c2C2CCN(C(=O)OC(C)(C)C)CC2)cc1` gave DT40 TDP1 CPT 23.1µM*, KAT2A inh 30.9%[activator] and TDP1 cell noCPT inconclusive.
For COc1ccc(CNC(N)=O)cc1 the results were DT40 TDP1 CPT 8.9% and TDP1 cell noCPT -0.9%.
`Cn1c2c(c(=O)n(C)c1=O)[C@@H]1c3c(ccc4ccccc34)OC[C@@H]1CO2` gave DT40 TDP1 CPT -1.1%, KAT2A inh -8.9% and TDP1 cell noCPT 10.5%.
Screening O=C1c2ccccc2C2(c3cc(C(F)(F)F)cc(C(F)(F)F)c3)NCCN12 (centres undefined) returned DT40 TDP1 CPT inconclusive, KAT2A inh -18.4% and TDP1 cell noCPT inconclusive.
Screening Cn1cccc1C(=O)OCc1ccc(C(C)(C)C)cc1 returned DT40 TDP1 CPT inconclusive, KAT2A inh -7.1% and TDP1 cell noCPT inconclusive.
For COc1ccc(C2(O)C(=O)Nc3ccc(C)cc32)cc1OC (centres undefined) the results were DT40 TDP1 CPT 3.3%, KAT2A inh -17.9% and TDP1 cell noCPT -21.9%.
`CC12CCC(=O)C=C1CCC1C2C(O)CC2(C)C(c3csc(N)n3)CCC12` (centres undefined) gave DT40 TDP1 CPT 3.66µM* and TDP1 cell noCPT 3.26µM*.
For CCC[C@H]1CN(c2ccc(Br)cc2)C(=O)[C@@H]1CC(=O)Nc1ccccc1 the results were DT40 TDP1 CPT inconclusive and TDP1 cell noCPT inconclusive.
For COC(=O)C1=C(O)/C(=C\c2cc(C)n(-c3ccc(F)cc3)c2C)N=C1C the results were DT40 TDP1 CPT inconclusive, KAT2A inh -5.1% and TDP1 cell noCPT inconclusive.
`CC1(C)c2ccccc2-c2nc3ccccc3cc2C1O` (centres undefined) gave DT40 TDP1 CPT inconclusive, KAT2A inh 4.1% and TDP1 cell noCPT inconclusive.
CNC(=S)Nc1ccc2nc(C)c(C)nc2c1 was read as DT40 TDP1 CPT -15.2%, KAT2A inh -19.1% and TDP1 cell noCPT -6.8%.
Screening O=c1oc2cc(OCc3c(F)c(F)c(F)c(F)c3F)ccc2cc1-c1ccccn1 returned DT40 TDP1 CPT -17.0%, KAT2A inh 0.9% and TDP1 cell noCPT -24.0%.
`O=C(CN1CCc2ccccc2C1)Nc1cc(S(=O)(=O)N2CCOCC2)ccc1N1CCOCC1` gave DT40 TDP1 CPT 9.2µM*, KAT2A inh -0.7% and TDP1 cell noCPT 23.1µM*.

Retrieved by structure from the entries so far, 5 records:
For COC(=O)C1=C(O)/C(=C\c2cc(C)n(-c3ccc(F)cc3)c2C)N=C1C the results were DT40 TDP1 CPT inconclusive, KAT2A inh -5.1% and TDP1 cell noCPT inconclusive.
`CC12CCC(=O)C=C1CCC1C2C(O)CC2(C)C(c3csc(N)n3)CCC12` (centres undefined) gave DT40 TDP1 CPT 3.66µM* and TDP1 cell noCPT 3.26µM*.
`Cn1c2c(c(=O)n(C)c1=O)[C@@H]1c3c(ccc4ccccc34)OC[C@@H]1CO2` gave DT40 TDP1 CPT -1.1%, KAT2A inh -8.9% and TDP1 cell noCPT 10.5%.
For COc1ccc(CNC(N)=O)cc1 the results were DT40 TDP1 CPT 8.9% and TDP1 cell noCPT -0.9%.
Screening O=c1oc2cc(OCc3c(F)c(F)c(F)c(F)c3F)ccc2cc1-c1ccccn1 returned DT40 TDP1 CPT -17.0%, KAT2A inh 0.9% and TDP1 cell noCPT -24.0%.

(listing goes on)
Screening S=C(Nc1ccc2nc(-c3ccccn3)c(-c3ccccn3)nc2c1)N1CCCCC1 returned DT40 TDP1 CPT -25.4%, KAT2A inh 5.1% and TDP1 cell noCPT -20.6%.
Cc1csc2c(N3CCN(C(=S)Nc4ccc(C(F)(F)F)cc4)CC3)ncnc12 was read as DT40 TDP1 CPT inconclusive, KAT2A inh 1.3% and TDP1 cell noCPT inconclusive.
Screening O=C(Nc1ccccc1-c1nnc(SCc2ccccc2)o1)c1ccccc1 returned DT40 TDP1 CPT inconclusive, KAT2A inh -5.5% and TDP1 cell noCPT inconclusive.
`CN(C)c1ccc(/C=N/Nc2nc3ccccc3o2)cc1` gave DT40 TDP1 CPT inconclusive, KAT2A inh -4.2% and TDP1 cell noCPT -7.0%.
For CCn1cc(C(=O)NCc2ccc(C)cc2)c(=O)c2cc(S(=O)(=O)N3CCCCCC3)ccc21 the results were DT40 TDP1 CPT 14.6µM*, KAT2A inh -3.0% and TDP1 cell noCPT 20.6µM*.
`COc1ccc(N(CC(=O)Nc2ccc(C)cc2)S(=O)(=O)c2c(C)noc2C)cc1` gave DT40 TDP1 CPT inconclusive, KAT2A inh -7.6% and TDP1 cell noCPT inconclusive.
For Cc1ccc(C(=O)Nc2c3c(nn2C(C)(C)C)CS(=O)(=O)C3)cc1C the results were DT40 TDP1 CPT -4.7%, KAT2A inh -6.5% and TDP1 cell noCPT 0.4%.
Cc1ccc(CN(Cc2cc3cccc(C)c3[nH]c2=O)C(=S)NCCCN(C)C)cc1 was read as DT40 TDP1 CPT inconclusive, KAT2A inh 0.0% and TDP1 cell noCPT inconclusive.
CCSc1nnc(NC(=O)c2nc(S(=O)(=O)Cc3ccc(F)cc3)ncc2Cl)s1 was read as DT40 TDP1 CPT 13µM*, KAT2A inh -9.4% and TDP1 cell noCPT 10.3µM*.
For Cc1cccc(C(=O)NNS(=O)(=O)c2ccccc2[N+](=O)[O-])c1 the results were DT40 TDP1 CPT -1.7%, KAT2A inh -1.8% and TDP1 cell noCPT -9.5%.
`CC(=O)c1ccc(N2C(=O)[C@@H]3C(CCC(N)=O)NC4(C(=O)Nc5c4ccc(Cl)c5C)[C@@H]3C2=O)cc1` (some centres undefined) gave DT40 TDP1 CPT -5.3%, KAT2A inh -0.1% and TDP1 cell noCPT -2.2%.
`O=C(O)c1cc(S(=O)(=O)Nc2cc(Cl)ccc2Oc2ccccc2)ccc1O` gave DT40 TDP1 CPT 2.4%, KAT2A inh -26.6% and TDP1 cell noCPT 14.6%.
`O=C(Cc1cccs1)Nc1ccc(-c2nc3ccccc3[nH]2)cc1` gave DT40 TDP1 CPT inconclusive, KAT2A inh inconclusive and TDP1 cell noCPT 20.6µM*.
Screening CNC(=S)N1CCN(c2ccccc2OC)CC1 returned DT40 TDP1 CPT -4.9%, KAT2A inh -5.9% and TDP1 cell noCPT -1.6%.
For CCN(CC)C(=O)[C@H]1C[C@H](CC(=O)NCCc2ccccn2)C(=O)N2CCc3c([nH]c4cc(CCC(=O)N(C)C)ccc34)[C@]12C the results were DT40 TDP1 CPT -0.4%, KAT2A inh -12.0% and TDP1 cell noCPT 14.2%.
COc1ccc(-c2noc3c2-c2nc(-c4ccc(C)cc4)sc2CC3)cc1 was read as DT40 TDP1 CPT inconclusive and TDP1 cell noCPT inconclusive.
For CC(C)c1ccc(NC(=O)c2cc(S(=O)(=O)N3CCc4ccccc4C3)ccc2F)cc1 the results were DT40 TDP1 CPT -23.0%, KAT2A inh -4.9% and TDP1 cell noCPT -28.2%.
Screening CCOC(=O)c1sc(NC(=O)CNC(=O)Cn2cnc3sc(C)c(C)c3c2=O)nc1C returned DT40 TDP1 CPT -4.1%, KAT2A inh -0.7% and TDP1 cell noCPT 3.4%.
For COc1ccc(S(=O)(=O)Nc2ccc3c(c2)N(C(C)=O)CCC3)cc1 the results were DT40 TDP1 CPT 18.4µM*, KAT2A inh -6.2% and TDP1 cell noCPT 16.4µM*.
COc1ccc(NC(=O)c2nc(-c3ccc(C)cc3)n3c2CCCCC3)c(OC)c1 was read as DT40 TDP1 CPT 5.9%, KAT2A inh -4.7% and TDP1 cell noCPT -20.4%.
Screening CC(=C/c1ccco1)/C=N/NC(=O)c1nnn(-c2nonc2N)c1CN(C)C returned DT40 TDP1 CPT -7.2%, KAT2A inh -3.5% and TDP1 cell noCPT -21.2%.
Screening Cc1ccc(C(=O)c2c3ccccc3[n+]([O-])n2CCO)cc1 returned DT40 TDP1 CPT -15.2%, KAT2A inh -8.8% and TDP1 cell noCPT -6.2%.
Screening O=C(NCc1ccco1)c1ccc2c(c1)N(Cc1cccc(Cl)c1)C(=O)c1ccccc1S2(=O)=O returned DT40 TDP1 CPT inconclusive, KAT2A inh 0.9% and TDP1 cell noCPT inconclusive.
